Compound activity deposited in PubChem by National Center for Advancing Translational Sciences (NCATS).
PLK1 PBD inh – inhibitors of human PLK1 polo-box domain binding | P53350 | Plk1 PBD binding of FITC phosphopeptide, fluorescence polarization | Potency, µM, without a hit: max response, negative = inhibition, actives largely listed as inhibitors | 360,000 tested, 2.8% active; further: potency means the concentration at half of the fitted maximal effect; series mostly up to about 57 µM; on the % scale 0 is the no-effect control and ±100 the full control effect; nearly all actives have a fitted effect of over 65% in size
EPAC1 antagonist – EPAC1 (human) antagonism. EPAC1 GEF assay, Rap1b-BODIPY-GDP exchange fluorescence. Potency, µM (doses to about 115 µM), inactives show at the highest dose activity change, negative = inhibition, usual class: inhibitors. 360,000 tested, 0.14% active;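 further: potency means the concentration at half of the fitted maximal effect; plate controls were vehicle for no effect and positive control for full effect; nearly all actives have a fitted effect of over 50% in size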
Target sequence (O95398 whole entry, looked up): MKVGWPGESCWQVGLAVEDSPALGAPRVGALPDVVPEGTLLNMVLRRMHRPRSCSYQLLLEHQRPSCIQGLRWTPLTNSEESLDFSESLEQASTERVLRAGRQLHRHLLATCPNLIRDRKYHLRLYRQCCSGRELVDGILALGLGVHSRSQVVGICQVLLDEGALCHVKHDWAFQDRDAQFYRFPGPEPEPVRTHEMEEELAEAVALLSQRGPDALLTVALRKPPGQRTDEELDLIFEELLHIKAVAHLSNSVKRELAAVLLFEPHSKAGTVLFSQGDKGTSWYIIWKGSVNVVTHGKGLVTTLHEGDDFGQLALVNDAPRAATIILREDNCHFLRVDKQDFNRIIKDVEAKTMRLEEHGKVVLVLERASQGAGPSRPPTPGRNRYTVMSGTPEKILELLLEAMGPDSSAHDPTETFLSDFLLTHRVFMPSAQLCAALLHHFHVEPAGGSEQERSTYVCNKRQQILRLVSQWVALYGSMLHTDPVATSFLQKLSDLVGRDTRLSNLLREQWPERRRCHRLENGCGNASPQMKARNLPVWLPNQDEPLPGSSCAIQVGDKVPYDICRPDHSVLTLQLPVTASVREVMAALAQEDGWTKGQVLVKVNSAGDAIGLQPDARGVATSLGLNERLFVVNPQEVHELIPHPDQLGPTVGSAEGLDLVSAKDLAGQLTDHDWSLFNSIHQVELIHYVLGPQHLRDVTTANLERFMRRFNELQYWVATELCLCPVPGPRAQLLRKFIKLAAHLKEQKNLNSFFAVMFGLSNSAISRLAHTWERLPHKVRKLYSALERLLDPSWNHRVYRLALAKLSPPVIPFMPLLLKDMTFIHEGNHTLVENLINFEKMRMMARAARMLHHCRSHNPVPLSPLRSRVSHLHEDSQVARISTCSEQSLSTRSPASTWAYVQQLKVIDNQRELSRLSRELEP
EPAC1 ag – agonists of human EPAC1; 360,000 tested, 0.073% active; Potency, µM (series often up to 154 µM), inactives show top-dose activation, actives largely listed as activators; EPAC1 agonist qHTS, biochemical assay; response scale: 100% = response to 6.5 mM cAMP; further: potency means the concentration at half of the fitted maximal effect; nearly all actives have a fitted effect of over 60% in size
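Multi-concentration qHTS readout: loss of Rap1B-bound BODIPY-GDP fluorescence driven by 100 nM EPAC1 with excess GDP (50 uM), monitored kinetically at room temperature; agonist response expressed relative to 6.5 mM cAMP.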
IL-2 act – activates IL-2 in a cell-based reporter assay; AID 652025; IL-2 activation reporter assay, cell-based qHTS; stimulated with anti-CD3/CD4/CD28 beads; in transgenic mouse T cells; activation, % (series mostly up to about 46 µM); 360,000 tested, 0.065% active; in the data active means activation above about 50%; inconclusive means mostly about 30% to 49%; further: 0% is about no effect
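Readout is EGFP and DsRed signal by fluorescent plate cytometry after 18 h at 37 degrees C. Transgenic mouse T cells (750/well) received compound for 60 min before bead stimulation (anti-CD3, anti-CD4, anti-CD28); memory T cells served as non-tolerant control.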
WRN inhibitor – blocks human WRN helicase; Q14191; WRN helicase unwinding, fluorescent forked duplex, kinetic; Potency, µM (highest dose often 114 µM), for inactives: at the top dose activity change, negative = inhibition, actives largely listed as inhibitors; 360,000 tested, 0.46% active; AID 651768; further: potency means the concentration at half of the fitted maximal effect; on the % scale 0 is the no-effect control and ±100 the full control effect; nearly all actives have a fitted effect of over 55% in size
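Fluorescence dequenching readout, ex 525 nm/em 598 nm, kinetic mode: forked duplex DNA (100 nM final) with adjacent fluorophore and quencher unwound by WRN (20 nM final) with 2 mM ATP. Compound preincubation 15 min, room temperature.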
Abeta rescue – restores growth of yeast expressing A-beta42 peptide | yeast expressing A-beta42, growth rescue, OD600, 48 h; response scale: 0% DMSO, 100% iron-clioquinol control | Potency, µM (series often up to 46.1 µM), for the others: top-dose growth rescue, hits mostly activators | 410,000 tested, 0.063% active | AID 1347071; further: potency means the concentration at half of the fitted maximal effect; nearly all actives have a fitted effect of over 55% in size
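Yeast growth medium received pinned compounds, then yeast cells expressing toxic A-beta were added; plates incubated at 30 C for 48 hr. Growth read as absorbance at 600 nm, normalized to DMSO and equimolar FeCl3 plus clioquinol controls.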
FUS suppressor – FUS proteinopathy suppression in yeast; 390,000 tested, 0.24% active; S. cerevisiae FUS-expressing, growth rescue, OD600, 24 h; Potency, µM (titrated, usually from 76.6 µM), inactives show at the top dose growth rescue (activation), hits mostly activators;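 further: potency means the concentration at half of the fitted maximal effect; plate controls were DMSO vehicle for no effect and reference control for full effect; nearly all actives have a fitted effect of over 55% in size; some results filed as inactive show a strong effect at the top dose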
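Steps: raffinose overnight preculture; dilution to OD 0.005 in 2% galactose minimal medium; compound addition (concentration series); 24hr at 30C, 99% humidity; absorbance read at 600 nm.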
PI5P4K alpha inh – PI5P4K alpha (human) kinase inhibition; P48426; AID 652105; 330,000 tested, 1.2% active; max response, %; PI5P4Kalpha enzyme, ADP-Glo luminescence, 60 min; active compounds read low; active means max response of -50% or lower; inconclusive means between -30% and -50%; inactive means -30% or higher; further: value at the top dose of about 77 µM; on the % scale 0 is the no-effect control and ±100 the full control effect
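ADP-Glo luminescence end-point after a 60 min room-temperature kinase reaction. PI5P4Kalpha and substrate in HEPES pH 7.4 buffer with EGTA, 0.1% CHAPS and 5% DMSO; ATP at 5 microM final.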
Active calls of the source: *; ? = inconclusive; · = no result given; & = joins results of further samples; [ ] = remark or other dose. Unless noted, the call rests on the fitted dose curve; in most records, active means well fitted curve in the direction sought with a large enough effect; inconclusive means small, poorly fitted or top-dose-only effect, or another doubt; inactive means no such curve, though single readings can be large; an effect the other way counts as inactive or inconclusive.

molecule	PLK1 PBD inh	EPAC1 antagonist	EPAC1 ag	IL-2 act	WRN inhibitor	Abeta rescue	FUS suppressor	PI5P4K alpha inh
CCOC(=O)c1cnc2c(Cl)cccc2c1NCCN1CCOCC1	-14%	-4%	7%	0.4	2%	-4%&-4%	?	-5
O=C(CSCc1ccc([N+](=O)[O-])cc1)NC1CC2CCC1C2 (stereo unspecified)	-12%	-1%	7%	-1.6	-31%[57.1 µM]	2%	-3%	-15
CC(=O)c1ccc(S(=O)(=O)N2CCCCC2C(=O)O)cc1 (stereo unspecified)	-13%	-6%	-1%	1.4	-6%	1%	-5%	-2
CCc1ccccc1NC(=O)NC1CC2CCC(C1)N2Cc1cccs1 (stereo unspecified)	0%	8%	-2%	-0.5	-14%	18%	32%	·
CCc1ccc([C@H]2[C@@H]3C(=O)C[C@@H]4C(=O)NC(=O)[C@@H]4[C@@H]3CN2S(=O)(=O)c2ccc(C)cc2)cc1	-2%	-4%	3%	2.2	1%	-11%	22%	7
CCN(CC(=O)NCc1ccc(Cl)cc1)S(=O)(=O)c1ccc(F)cc1	2%	0%	-1%	-5.4	12%	-19%	6%	-11
CCc1nnc(NC(=O)Cc2ccc(S(=O)(=O)N3CCCCC3)cc2)s1	-19%	-11%	-2%	-0.6	4%	-7%	15%	3
CCc1ccc(N(CC(=O)Nc2ccc(OC)cc2OC)S(C)(=O)=O)cc1	-3%	-13%	0%	1.1	0%	16%	19%	-4
N=c1ccn(Cc2ccc(F)cc2)cc1	-2%	-4%	0%	1.1	0%	10%	-8%	6
Cc1ccc(NC(=O)CN(C)CC(=O)Nc2ccccc2C#N)cc1	-1%	5%	-6%	-0.4	-14%	12%	-6%	1

molecule	PLK1 PBD inh	EPAC1 antagonist	EPAC1 ag	IL-2 act	WRN inhibitor	Abeta rescue	FUS suppressor	PI5P4K alpha inh
Cc1ccc(-c2nnc(-n3ncc(C#N)c3N)c3ccccc23)cc1C	6%	-17%	3%	2.3	-10%	3%	-11%	0
Cc1cc(C(=O)Cn2cc(C(F)(F)F)ccc2=O)c(C)n1CC1CCCO1 (stereo unspecified)	-1%	8%	-5%	-0.5	-17%	5%	·	0
CC(C)NC(=S)N/N=C/c1ccc(N2CCOCC2)cc1	-2%	-11%	-15%	-3.6	-1%	8%	-9%	-4
CC(=O)C[C@H](O)CC(=O)[C@@H]1OC(=O)CCCCCc2ccccc21	-3%	-1%	4%	0.5	-2%	-4%	-7%	11
COc1ccc(CNC(=O)C(C)Sc2ccc(C)cc2)cc1 (stereo unspecified)	3%	1%	-1%	-0.2	7%	13%	-3%	2
N#Cc1ccc(Oc2cccc3cccnc23)c([N+](=O)[O-])c1	-16%	-1%	9%	1.1	-9%	?	10%	-1
CC(=O)Nc1cc(C)nn1-c1nc2ccccc2s1	-4%	0%	-4%	0.5	-3%	-24%	3%	-3
Cc1ccc(NC(=O)CN2C(=O)NC3(CCCc4ccccc43)C2=O)c(Cl)c1 (stereo unspecified)	1%	5%	-5%	-0.3	-1%	19%	3%	-2
Cc1ccccc1N(C(=O)c1cccs1)c1nc2ccccc2s1	-6%	-29%	2%	0.7	-12%	-9%	34%	16
COc1ccc(NC(=O)c2cc3n(n2)C(C(F)(F)F)CC(c2ccco2)N3)cc1 (stereo unspecified)	-9%	-2%	-6%	0.8	-13%	22%	3%	-2

molecule	PLK1 PBD inh	EPAC1 antagonist	EPAC1 ag	IL-2 act	WRN inhibitor	Abeta rescue	FUS suppressor	PI5P4K alpha inh
OCC1(Cc2ccccc2F)CCCN(CC2CCCCC2)C1 (stereo unspecified)	-5%	6%	-14%	-2.9	1%	10%	-4%	2
CCCCN(C(=O)C1CC(=O)N(Cc2ccc(C)cc2)C1)c1c(N)n(CC(C)C)c(=O)[nH]c1=O (stereo unspecified)	-7%	-3%	11%	-0.1	-10%	8%	8%	-2
COc1ccc(CC(=O)N/N=C(\C)c2cccc(NC(=O)C3CC3)c2)cc1	-10%	-14%	-5%	-1.5	-5%	-3%	24%	8
COc1ccc(OC)c(NC(=O)c2ccc(CN(c3cc(Cl)ccc3C)S(=O)(=O)c3ccccc3)cc2)c1	1%	12%	0%	-1.0	4%	13%	-18%	-4
Cc1ccc2nc(SCC(=O)NCc3ccc4c(c3)OCO4)nc(=O)n2c1	-2%	6%	8%	-0.2	2%	-15%	0%	15
Cc1cccc(N2CCN(S(=O)(=O)c3ccc4c(c3)n(C)c(=O)c(=O)n4C)CC2C)c1 (stereo unspecified)	-4%	16%	0%	-3.2	2%	-6%	18%	·
CCOC(=O)C1CCN(c2c(NCCCN3CCN(Cc4ccccc4)CC3)c(=O)c2=O)CC1	-9%	12%	10%	-0.6	4%	5%	7%	·
O=C(O)CC1c2ccccc2C=Cc2ccccc21	-3%	4%	1%	-0.4	-4%	22%	-5%	5
O=C1c2c(O)cc(O)cc2O[C@@]12c1c(cc(O)c3c1O[C@H](c1ccc(O)cc1)[C@@H](O)C3)O[C@@H]2c1ccc(O)cc1	-7%	?	-13%	-2.8	-10%[11.6 µM]	0%	-2%	-22
CCn1c(SCC(=O)N/N=C\c2ccccc2OCC(=O)O)nnc1-c1ccc(Cl)cc1	0%	-15%	-1%	-1.7	-13%	-1%	2%	1

molecule	PLK1 PBD inh	EPAC1 antagonist	EPAC1 ag	IL-2 act	WRN inhibitor	Abeta rescue	FUS suppressor	PI5P4K alpha inh
COc1ccccc1-c1cc(C(F)(F)F)nc(S(=O)(=O)CCCC(=O)O)n1	-23%	-25%	17%	-0.5	-10%	-31%[inhibitor]	18%	·
CC(Cl)C(=O)NNC(=O)CNS(=O)(=O)c1ccccc1 (stereo unspecified)	27µM*	-11%	9%	-0.9	-3%	-7%	-11%	-18
Cc1cc(Cl)ccc1OCCNC(=S)NC(=O)c1cccnc1	-2%	4%	-6%	1.2	-15%	-17%	·	6
COc1ccc(-c2cc(C(=O)Nc3ccc(Br)cc3)no2)cc1	-8%	3%	-5%	-2.5	-4%	-17%	2%	-9
CCCNC(=S)NC1CC2CCCC(C1)N2Cc1ccccc1OC (stereo unspecified)	3%	15%	7%	-2.6	3%	4%	-18%	-1
COc1ccc(CCNC(=O)CSc2nnc(Cc3cccn3C)n2C)cc1OC	-14%	-26%	-8%	-2.9	-8%	-7%	19%	2
CCOC(=O)C1CCCN(CC(=O)/C=C2/N(C)c3ccccc3C2(C)C)C1 (stereo unspecified)	2%	1%	-2%	0.4	4%	5%	2%	-6
O=C(CCl)N1CCN(C(=O)C2COc3ccccc3O2)CC1 (stereo unspecified)	-13%	13%	-1%	-0.9	0%	-8%	2%	3
O=C(c1cccc(Br)c1)N1CCN(c2cnn(-c3ccccc3)c(=O)c2Cl)CC1	7%	13%	-7%	-1.6	-2%	13%	14%	5
COc1cc(NC(=O)c2ccc(N)nc2)cc(C(=O)Nc2cccc(C(F)(F)F)c2)c1	1%&8%	?	-2%&-11%	-1.2&0.2	5%&-3%	1%&1%	19%&1%	3&3

molecule	PLK1 PBD inh	EPAC1 antagonist	EPAC1 ag	IL-2 act	WRN inhibitor	Abeta rescue	FUS suppressor	PI5P4K alpha inh
CC(CCc1ccccc1)NC(=O)c1ccccc1Cl (stereo unspecified)	-8%	-9%	-2%	-2.5	2%	-9%	1%	0
Clc1ccc2nncn2n1	-15%	-11%	8%	0.5	7%	-5%	-24%	-3
CCC(=O)n1nc(-c2cccnc2)nc1NCc1ccc(OC)cc1	-12%	-14%	0%	1.0	-5%	-17%	-4%	-2
O=C1C2C3C=CC(C4CC34)C2C(=O)N1/N=C/c1ccc(-c2ccc(Cl)cc2[N+](=O)[O-])o1 (stereo unspecified)	-7%	-4%	12%	0.0	-12%	-6%	5%	-1
COC(=O)c1ccc(CN2CCN(C(C)C)C(CCO)C2)cc1 (stereo unspecified)	?	15%	-4%	0.3	3%	-19%	-25%	-5
CCOC(=O)Cn1ccc(NC(=O)COc2ccc(F)cc2F)n1	-11%	-21%	11%	-2.3	-2%	12%	-29%	5
CC(C)(C)NC(=O)/C=N/O	1%	-3%	-7%	-0.2	3%	21%	·	7
O=C1Nc2ccc(S(=O)(=O)NCc3ccco3)c3cccc1c23	-26%	1%	1%	-1.0	-15%[11.6 µM]	-7%	·	?
CCC(=O)Nc1nnc(-c2cccs2)s1	-2%	3%	-8%	1.7	-15%	-3%	-4%	4
CCc1ccc2[nH]c(=O)c(CN(CCN3CCOCC3)C(=O)Nc3ccccc3F)cc2c1	-2%	0%	-6%	-0.7	2%	10%	-14%	8

molecule	PLK1 PBD inh	EPAC1 antagonist	EPAC1 ag	IL-2 act	WRN inhibitor	Abeta rescue	FUS suppressor	PI5P4K alpha inh
CC(C)CC(=O)c1c[nH]c(C(=O)N2CCN(Cc3ccccc3)CC2)c1	-11%	17%	14%	-3.7	-31%	-23%	-10%	-1
O=C(Nc1cccc(S(=O)(=O)Nc2ccccc2Cl)c1)c1ccc(Cl)nc1	-2%	8%	-9%	-0.4	-17%	1%	·	3
O=C(NCCc1ccccc1)C1CCC(=O)N(CCCN2CCCC2=O)C1 (stereo unspecified)	-8%	-21%	17%	5.0	2%	-6%	-19%	0
COC(C(=O)NNS(=O)(=O)c1ccccc1[N+](=O)[O-])c1ccccc1 (stereo unspecified)	-11%	-15%	8%	-0.7	-2%	19%	-4%	1
O=C(COC(=O)C1CCC(=O)N1)Nc1ccc(Br)cc1 (stereo unspecified)	-19%	3%	8%	-0.4	-29%[57.1 µM]	-20%	18%	-4
COc1ccc(S(=O)(=O)N2CCC(C(=O)Nc3cc(Cl)ccc3N3CCOCC3)CC2)cc1OC	2%	-25%	14%	-0.5	-2%	3%	24%	-4
O=C(CSc1nc2sc3c(c2c(=O)n1-c1ccccc1)CCCC3)NCc1ccco1	-9%	-26%	-13%	-4.6	-2%	-3%	2%	-2
O=C(NCc1ccc(Cl)cc1)C1CCCN(c2cnccn2)C1 (stereo unspecified)	-17%	-6%	7%	-0.6	-4%	-9%	-1%	2
COc1ccc(NC2c3ncccc3C(=O)N2Cc2ccccc2)c(OC)c1 (stereo unspecified)	-19%	-17%	8%	-1.6	-4%	1%	?	·
COc1ccc(-c2csc(NC(=O)c3ccoc3C)n2)cc1	-7%	-21%	11%	-3.4	-16%	4%	-9%	0
CC(C)CC1C(=O)N(Cc2cn(CCC3OCCO3)nn2)CCS(=O)(=O)N1Cc1ccc(-c2ccc(Cl)c(Cl)c2)cc1 (stereo unspecified)	-1%	-9%	1%	-2.3	-7%	-3%	?	17
